mcGAS RapidFire: inhibitors of mouse cGAS; Q8C6L5; AID 1259397; actives 0.18% (n = 130,000); recombinant mouse cGAS, cGAMP by RapidFire MS; inhibition, % at 12.5 µM;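 active = inhibition of cGAS enzyme activity at or above 60%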;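 note: enzyme stimulated by 45 bp dsDNA with ATP and GTP substrates; cGAMP share of summed cGAMP plus half ATP and half GTP signals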
Target sequence (Q8C6L5 whole entry, looked up): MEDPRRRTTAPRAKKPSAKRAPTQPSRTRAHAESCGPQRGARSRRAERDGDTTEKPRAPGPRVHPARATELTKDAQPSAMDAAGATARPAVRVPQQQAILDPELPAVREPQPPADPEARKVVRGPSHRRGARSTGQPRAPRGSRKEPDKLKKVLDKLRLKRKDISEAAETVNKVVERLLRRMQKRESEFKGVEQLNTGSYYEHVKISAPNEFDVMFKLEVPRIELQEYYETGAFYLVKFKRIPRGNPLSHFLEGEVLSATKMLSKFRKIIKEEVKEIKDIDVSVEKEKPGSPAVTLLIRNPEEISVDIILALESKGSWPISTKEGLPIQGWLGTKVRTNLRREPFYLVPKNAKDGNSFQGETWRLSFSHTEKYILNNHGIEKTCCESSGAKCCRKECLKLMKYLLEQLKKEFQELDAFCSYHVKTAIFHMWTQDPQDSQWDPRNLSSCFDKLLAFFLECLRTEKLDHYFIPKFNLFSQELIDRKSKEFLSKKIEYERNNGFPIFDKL
* marks the source's active call; other numbers are inactive results; & = joins results of further samples. Some of the compounds tested, so the mix of outcomes need not match the whole.

A first look, 7 compounds:
SMILES	mcGAS RapidFire
Cc1ccccc1CN(C)Cn1nc(C)n(-c2ccccc2C)c1=S	-9
CN(C)c1cc(C(F)(F)F)nc(N2CCCCC2c2cn[nH]c2)n1 (configuration not stated)	-3
Cc1nc2cc[nH]n2c(=O)c1CC(=O)N1CCc2ccc(Cl)cc21	-9
CC1(C)Cc2c(c(-c3ccco3)nc3sc4c(N5CCOCC5)ncnc4c23)CO1	15
O=C(CCS(=O)(=O)C1CCCC1)NS(=O)(=O)c1ccc(Cl)cc1F	8
Cc1ccc(NNC(=O)Cn2cccc(C(F)(F)F)c2=O)cc1Cl	2
Cc1cc(Oc2ccccc2F)nc(SCc2cc(F)ccc2F)n1	-4

This part in full, previewed entries included:
SMILES	mcGAS RapidFire
Cc1ccccc1CN(C)Cn1nc(C)n(-c2ccccc2C)c1=S	-9
CN(C)c1cc(C(F)(F)F)nc(N2CCCCC2c2cn[nH]c2)n1 (configuration not stated)	-3
Cc1nc2cc[nH]n2c(=O)c1CC(=O)N1CCc2ccc(Cl)cc21	-9
CC1(C)Cc2c(c(-c3ccco3)nc3sc4c(N5CCOCC5)ncnc4c23)CO1	15
O=C(CCS(=O)(=O)C1CCCC1)NS(=O)(=O)c1ccc(Cl)cc1F	8
Cc1ccc(NNC(=O)Cn2cccc(C(F)(F)F)c2=O)cc1Cl	2
Cc1cc(Oc2ccccc2F)nc(SCc2cc(F)ccc2F)n1	-4
Fc1ccccc1OCc1nnc2n1N=C1CCCCC1S2 (configuration not stated)	-7
Nc1nc(-c2ccc(F)cc2)cs1	19
CCOC(=O)C(C)n1cnc2c(nnn2-c2cccc(OC)c2)c1=O (configuration not stated)	5
Cc1ccc(S(=O)(=O)Nc2ccccc2Sc2nccn2C)c(Cl)c1	1
CC1CCCC(NC(=O)C(C)(c2ccccc2)N(C)C)C1 (configuration not stated)	-12
CCOn1c(=O)c(-c2ccc(F)cc2)[n+]([O-])c2ccccc21	7
CN(NC(=O)Cc1csc(-c2ccco2)n1)c1ccccc1	-7
CC(C)OC(=O)CSc1nnc(CNc2ccc(Cl)cc2)n1-c1ccccc1	-3
CCOc1ccc2c(c1)C(=O)NC(c1nc[nH]c1C)N2 (configuration not stated)	-18
CCCn1c(SCC(=O)Nc2cc(S(=O)(=O)N3CCCC3)ccc2Cl)n[nH]c1=O	-3
O=C(NCC1(c2ccc(F)cc2)CCOCC1)c1ccccc1F	-15
CN(C)CC(C)(C)CNC(=O)c1ccc2nc(-c3ccccc3)c(-c3ccccc3)nc2c1	-3
CC(=O)c1ccc(OC(=O)c2nn(C(C)C)c(=O)c3ccccc23)cc1	-4
CCOc1ccccc1CNC(=O)c1cc(S(C)(=O)=O)ccc1F	-6
Cc1ccc(C(=O)NNC(=O)CN(C)S(=O)(=O)c2ccc(Cl)s2)c(C)c1	-4
O=S(=O)(Nc1nc2ccccc2s1)c1cccs1	8
CN1CCN(C(=O)c2cccc3c2Oc2nc4ccccc4nc2O3)CC1	-4
Nc1ccccc1NC1=C([N+](=O)[O-])CS(=O)(=O)C1	-5
O=S(=O)(c1ccc(Cl)s1)N1CCCC1c1ccc2c(c1)OCCCO2 (configuration not stated)	-4
Cc1csc(C2(NC(=O)c3ccc4ccccc4n3)CCCC2)n1	-3
CCn1ccc(C(=O)N(C)CCSc2ccc(C)cc2)n1	-18
COc1cc(C)ccc1S(=O)(=O)NC(=O)C1(C)CCN1C(=O)c1ccc(C(F)(F)F)nc1C (configuration not stated)	-19
Nc1c2c(nc3sc4c(c13)CCCC4)-c1ccccc1CC2	-6
O=C(Nc1ccc2c(c1)OCCO2)N1CCN(c2ccc(Nc3ccncc3)nn2)CC1	-3
COc1nc(N)nc2c1ncn2C1O[C@H](CO)[C@@H](O)[C@@H]1O (some centres not stated)	-4
CN1CCc2[nH]nc(C(=O)N3CCC(c4ccccc4Cl)C3)c2C1 (configuration not stated)	-23
CC(c1nc2c(s1)CCCC2)n1cnc2sc3c(c2c1=O)CCNC3 (configuration not stated)	-9
CCOc1cc(S(=O)(=O)NC(C)C)ccc1Br	-2&0
O=[N+]([O-])c1cc2c(c(CSc3ncnc4sc5c(c34)CCCC5)c1)OCOC2	-8
COc1ccc(C2CNCC2C(=O)NCC2CC2)c(OC)c1 (configuration not stated)	-6
O=c1cc(NCc2ccccc2)c(-c2ccccc2)n[nH]1	-16
C/C(Cl)=C/CN1C(=O)C2C3c4ccccc4C([N+](=O)[O-])(c4ccccc43)C2C1=O (configuration not stated)	-5
O=C(NCCN1CCN(c2ccc(F)cc2)CC1)C1(c2ccccc2)CCOCC1	-9
COc1cc2nc(C3CCC3)nc(N3CCC[C@H]3CO)c2cc1OC	-2
COC(=O)[C@@H]1C[C@@H](N(C)C)CN1C(=O)c1cc(C(C)C)oc1C	-22
O=C(NC1CCCCC1)c1cc(=O)c(OCc2ccccc2)c[nH]1	-4
O=C(C1CCC(=O)N(C2CC2)C1)N1CCC(Cc2ccccc2F)CC1 (configuration not stated)	-6
CC1=Nc2ncnn2C(c2ccco2)C1 (configuration not stated)	-4
Cn1c(=O)c2c(nc(NCCc3ccccc3)n2CCCc2ccccc2)n(C)c1=O	7
CC1(C(=O)Nc2cnc3ccccc3c2)CCN1Cc1ccc2c(c1)OCCO2 (configuration not stated)	-7
Cn1cnnc1CC1CCN(Cc2nn(C)c3cccc(Cl)c23)CC1	-16
NC(=O)c1ccc(COC(=O)C2(c3ccc(F)cc3)CCCC2)cc1	-8
Cc1cccc(CN(C)C(=O)c2ccc(CS(C)(=O)=O)cc2)n1	-5
C/C(=C/C(=O)C(C#N)c1nc2cc(Cl)ccc2s1)C1CC1 (configuration not stated)	-6
Cc1cccc(CN2CCN(CC3CCCCC3)C(CCO)C2)n1 (configuration not stated)	-3
Cc1cc(C)cc(C(=O)NCCn2c(C)cc3ccccc32)c1	-5
CC1CN(c2cc(Cl)nc(SCC(=O)O)n2)CCN1C(=O)c1ccccc1Cl (configuration not stated)	-5
CCn1nc(C)c(NC(=O)CN2CC(Oc3c(C)cccc3C)C2)c1C	-13
COc1ccc(CNC(=O)c2cn(Cc3ccccc3OC)c(=O)s2)cc1	-9
COCCNC(=O)c1ccc(OC2CCN(C(=O)c3ccsc3)CC2)c(Cl)c1	-2
COc1ccccc1C(C)NC(=O)Cc1cccs1 (configuration not stated)	-15
O=C(c1cc(-c2cccs2)on1)N1CCCC1	14
Cc1ccccc1CN1CCN(c2nc3c(c(=O)[nH]c(=O)n3C)n2CCC(C)C)CC1	-4

The list goes on.
SMILES	mcGAS RapidFire
Cc1ccc(C)c(-n2nnnc2SC2CCOC2=O)c1 (configuration not stated)	-3
C=CCn1c(SCC(=O)Nc2cccc(O)c2)nc2sc(CC)cc2c1=O	2
CN1C(=C2C=NN(c3ccccc3)P2(=N)N2CCCC2)C(C)(C)c2ccccc21 (configuration not stated)	-32
O=C(c1cc(C2CC2)on1)N1CCc2[nH]nc(-c3ccc(Cl)cc3)c2C1	-9
COc1cccc(NC(=O)NCCNc2cc(N(C)C)nc(C)n2)c1	-3
COCc1ncc(CN(C)Cc2cnn(-c3ccccc3)c2)cn1	2
CCCOC(=O)c1[nH]c(C)c(C(C)=O)c1C	-3
Cc1ccc(NC(=O)c2sc(=O)n(Cc3ccc(-c4ccccc4)cc3)c2C)cc1	-12
CCc1nc(C)c(C(=O)NC(C)(C)c2noc(C(C)(C)C)n2)s1	-7
CC(C)Cc1ccc(-c2cc(Nc3ccccc3)ncn2)cc1	-7
O=C(c1cc(=O)[nH]c2ccccc12)N(Cc1ccccc1)Cc1ccco1	1
COc1ccccc1NC(=O)c1nn(C)cc1[N+](=O)[O-]	-16
Cc1ccc(CN2N=C(c3ccccc3)Cn3c2nc2c3c(=O)n(C)c(=O)n2C)cc1	1
CCOC(=O)C1(Cc2cccc(OC)c2)CCN(Cc2cccc3cnccc23)CC1	-11
Cc1cc(NC(=O)CCSCCC(=O)Nc2cc(C)on2)no1	18
O=C(c1ccc(=O)n(Cc2ccc(F)cc2)n1)N1CCc2ccccc21	-6
O=C(NCCc1ccccn1)c1ccc(F)cc1Br	-2
O=C(CN1CCCc2ccc(F)cc21)Nc1cccc2nsnc12	-8
Cc1nc2ccccc2nc1CSCc1nc2ccccc2nc1C	14
Cc1nnc(NC2CCCC2)s1	-6

A different layout for four compounds above.
structure | mcGAS RapidFire
Cc1ccc(C)c(-n2nnnc2SC2CCOC2=O)c1 (configuration not stated) | -3
C=CCn1c(SCC(=O)Nc2cccc(O)c2)nc2sc(CC)cc2c1=O | 2
CN1C(=C2C=NN(c3ccccc3)P2(=N)N2CCCC2)C(C)(C)c2ccccc21 (configuration not stated) | -32
O=C(c1cc(C2CC2)on1)N1CCc2[nH]nc(-c3ccc(Cl)cc3)c2C1 | -9

The results go on:
SMILES	mcGAS RapidFire
CC1=CC[C@@H]2CN(C(=O)CCn3cncn3)C[C@@H]2C1	-4
COc1ccc(-n2c(C)cn3c4c(=O)n(CCN5CCCCC5)c(=O)n(C)c4nc23)c(OC)c1	-10
Cc1c(Cl)cccc1NC(=O)c1ccc(OCC(=O)NCc2ccccc2)cc1	-7
CC(=O)Nc1ccc(CNc2nc(NC(C)C)nc3cc(-c4ccccc4)sc23)cc1	4
CCN1CCN(CC(=O)N2CCC(CCC(=O)NCc3ccc(F)cc3)CC2)CC1	-4
Cc1cc(C)nc(NS(=O)(=O)c2ccc(N=Cc3ccc([N+](=O)[O-])cc3)cc2)n1	-1
O=C(c1sccc1-n1cnnn1)N1CCCC1C(O)C(F)(F)F (configuration not stated)	-10
CC(NC(=O)N1CCN(S(=O)(=O)c2ccc(Cl)s2)CC1)c1ccc(F)cc1 (configuration not stated)	4
Cc1nc(N)c(C#N)c(-c2ccco2)c1C	17
COc1ccc(N2C(=O)CSC2c2ccc(C(C)(C)C)cc2)cc1OC (configuration not stated)	-7
COc1cc(NC(=O)c2oc3ccc(OC)cc3c2C)cc(OC)c1	-3
COc1ccc(C(=O)N2CCNCC2C(=O)N2CCOCC2)cc1Cl (configuration not stated)	-10
CNS(=O)(=O)Cc1ccccc1CNC(=O)c1cccc(S(=O)(=O)N2CCCCC2)c1	0
COCCOC(=O)C1=C(C)NC(=S)NC1c1ccc(OC)cc1 (configuration not stated)	7
Cc1sc2ccc(Cl)cc2c1S(=O)(=O)N1Cc2ccccc2C[C@H]1C(N)=O	-12
CCCc1cnc(C)nc1-c1cc(N)nc2[nH]ccc12	0
CN(C)C(=O)Cc1ccccc1NC(=O)NCCCn1ccnc1	94*
CCOc1ccccc1NC(=O)CC(=O)N1CC=CC1C(C)C (configuration not stated)	-25
Cc1cc(C)n(-c2ccc(-n3ccnc3-c3ccc(CO)o3)cc2)n1	-20
O=C(c1ccccc1Oc1ccccc1)N1CCOC2(CNCCOC2)C1 (configuration not stated)	-22
Cc1cc(C(F)(F)F)nc(CCNC(=O)c2cn(Cc3ccccc3F)nn2)n1	-5
Cc1c(F)cccc1S(=O)(=O)Nc1ccc(C(C)(C)C(=O)O)cc1	-37
CSc1ncccc1C(=O)N1CCCC(CNC(=O)c2ccco2)C1 (configuration not stated)	5
O=C(NCc1ccc2c(c1)OCCO2)Nc1ccc(F)cc1	-4
Cc1cc(-c2cccc(F)c2)nnc1N1CCOC(C(N)=O)C1 (configuration not stated)	-11
CCOC(=O)c1c(NC(=O)CSC2=N/C(=C/c3cnn(C)c3)C(=O)N2CC(C)C)sc2c1CCC(CC)C2 (configuration not stated)	-8
Clc1cc(CSc2nnc(-c3c[nH]c4ccccc34)n2C2CC2)cc2c1OCCO2	-11
CCc1c(C)sc2nc(SC)n(CCOC)c(=O)c12	-25
COc1cc(OC)cc(C(=O)N2CCCC(OCc3ccc(Br)cc3)C2)c1 (configuration not stated)	-7
Cc1cnc(CSc2ccc(S(=O)(=O)C(F)(F)F)cc2)cn1	44
COc1ccc(NC2CCCN(C(=O)c3cnc(C(C)C)nc3C)C2)cc1 (configuration not stated)	-3
CCC(O)CN1CCN(C(=O)c2ccc(N3CCCC3)nn2)CC1 (configuration not stated)	-10
C=C(C)Cn1c(N2CCN(CC(N)=O)CC2)nc2c1c(=O)[nH]c(=O)n2C	-3
Cc1nc(-c2ccccn2)sc1C(=O)OC(C)C(=O)Nc1ncc(C(F)(F)F)cc1Cl (configuration not stated)	-8
Cn1ccc(NS(=O)(=O)c2cc(Br)ccc2Br)n1	-44
COc1ccc(C(CCN(C)C)OC(=O)Nc2ccc(C(=O)N3CCc4ccccc43)cc2)cc1 (configuration not stated)	-8
CCc1ccc(C(=O)O)cc1S(=O)(=O)N(C)c1ccccc1	-4
O=C(c1scc2c1OCCO2)N1CCCC1c1ccccn1 (configuration not stated)	-10
Cc1cnn(CC2CCNCC2)c1	-37
O=C(O)C1CC=CCC1C(=O)NNc1ncnc2ccccc12 (configuration not stated)	-5
COc1ccc2c(CN3CCC(OCc4cccnc4)CC3)[nH]nc2c1	-29
O=C(Nc1ccc(C(=O)N2CCCCC2)c(Cl)c1)c1ccccn1	-8
Cc1ccc(NC2CCCN(C(=O)c3n[nH]c4ccccc34)C2)cc1C (configuration not stated)	-8&-1
CCSc1nc2ncc3c(=O)n(-c4ccc(C)c(C)c4)ccc3n2n1	-13
c1ccc2[nH]c(CCNC3CCN(c4ccc5c(c4)OCO5)CC3)nc2c1	-12
COCCn1cc(NC(=O)NCc2cccnc2)c2ccccc21	-6
CCN1CCN(c2ncnc3sc4c(c23)CCCCC4)CC1	-10
O=S(=O)(c1cccc2nsnc12)N1CCC2(CCNCC2)C1	-9
Cc1[nH]c2c(F)cccc2c1CC(=O)NCCSc1nnnn1C	-9

Screening data from PubChem BioAssay.
